# Compound activity: PubChem, National Center for Advancing Translational Sciences (NCATS)
# Peg3 imprint: induces erasure of genomic imprints in mouse ES cells. AID 1948. Potency, µM (doses to about 60.7 µM), inactives show at the highest dose activity change, positive = activation, hits mostly activators. 110,000 tested, 0.02% active. mouse ES Peg3-LacZ reporter, beta-gal luminescence, 40 h;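 note: 0% = negative control wells on the plate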
#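 Imprint erasure is scored as LacZ activity from the silenced maternal Peg3 allele in feeder-free female ES cells cultured 40 h with LIF. Luminescence is normalized to in-plate negative controls and fitted to the Hill equation.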
# p53ts 32C kill: p53ts cell cytotoxicity, permissive temperature; H1299-p53A138V at 32C, ATP luminescence viability, 24 h; Potency, µM (doses to about 46.1 µM), without a hit: top-dose activity change, negative = cytotoxicity, most hits filed as cytotoxic; 130,000 tested, 0.93% active; AID 924;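 note: 0% = DMSO and -100% = full killing by reference compound; nearly all actives have a fitted effect of over 55% in size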
#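 Viability by ATPlite luminescence after 24 h compound treatment (up to 46 uM) at the permissive 32C. Cells are H1299 carrying p53 A138V. Scale runs from DMSO basal to 100 uM tamoxifen as full kill; AC50 from Hill fits.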
# p53ts 39C tox: p53ts cell cytotoxicity, nonpermissive temperature; H1299-p53A138V viability at 39C, ATP luminescence, 24 h; Potency, µM (titrated, usually from 46.1 µM), without a hit: at the highest dose activity change, negative = cell killing, most hits filed as cytotoxic; 130,000 tested, 1.5% active; AID 902; note: nearly all actives have a fitted effect of over 55% in size
# IkB signaling: inhibitors of IkB signaling in ABC-DLBCL cells. ABC-DLBCL IkBa-CBG/CBR dual luciferase ratio, 4 h; response scale: scaled: untreated 0%, proteasome inhibitor 100%. 110,000 tested, 0.04% active. AID 445. Potency, µM (series often up to 57.1 µM), without a hit: at the highest dose IkBa stabilization activation; active = well fitted curve in the direction sought with a large enough effect in the signal ratio, not every such curve was filed as active; inconclusive = small, poorly fitted or top-dose-only effect, or a change in a side signal; the % refers to the signal ratio;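 note: the direction sought is a rising ratio; 0% = basal untreated cells and 100% = reference inhibitor full response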
#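 Curves were fitted separately to fusion (green), unfused (red) and ratio luminescence, then classed by r2, magnitude and activity. Cells: OCI-Ly3, 4 h compound plus doxycycline at 37C; 10 uM MG-132 defined full response.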
# Numbers without * were called inactive; ? = inconclusive; nt = not tested or not shown; [ ] = dose if it differs, or a comment. Unless noted, calls come from the whole dose curve; as a rule, active = well fitted curve in the direction sought with a large enough effect; inconclusive = small, poorly fitted or top-dose-only effect, or another doubt; inactive = no such curve, though single readings can be large; an effect the other way counts as inactive or inconclusive. Unless noted, % is set by controls: 0 for no effect and ±100 for the full control effect; potency is the fitted concentration of half-maximal effect.
no.	molecule	IkB signaling	p53ts 39C tox	Peg3 imprint	p53ts 32C kill
1	CCOc1c(C(=O)CC)cc2c(C)cc(=O)oc2c1C	nt	5%	nt	-7%
2	Cc1nc(SCC(=O)CC(=O)OC(C)C)c(C#N)c(C)c1C	0.5%	-9%	nt	-4%
3	Cc1ccc2[nH]c3c(=O)n(CCCN4CCN(C)CC4)cnc3c2c1	-0.3%	7%	-9%	?
4	O=c1oc2ccccc2n1CCn1c2ccccc2c2nc3ccccc3nc21	0.0%	-19%	2%	-12%
5	CCOP(=O)(OCC)C(O)c1cc(OC)c(OC)c(OC)c1 (configuration not stated)	nt	-18%	nt	-7%
6	O=C1CCCc2c1nc(-c1ccccc1)n2O	-0.4%	6%	-1%	2%
7	COc1ccc(-c2nnc3ccc(SCC(N)=O)nn23)cc1OC	-1.1%	-1%	-7%	3%
8	O=C(Nc1ccc(Nc2ccccc2)cc1)c1ccco1	?	?	-19%	?
9	CC(C)CCNC(=O)NC(=O)CSc1nnc(-c2ccccc2Br)o1	?	-3%	-11%	10%
10	COc1ccc(NC(=O)c2cc(S(=O)(=O)N3CCOCC3)ccc2OC)cc1	?	-19%	-7%[10.9 µM]	0%
11	Cc1cc(Cl)ccc1OCC(=O)N1CCCCC1	2.6%	1%	-29%	-11%
12	CN1CCN(C(c2ccccc2)c2sc3nc(-c4ccco4)nn3c2O)CC1 (configuration not stated)	-2.2%	5%	-7%[10.9 µM]	5%
13	Cc1ccc(CCNC(=O)c2ccc(CS(=O)(=O)Cc3cccc(C)c3)o2)cc1	?	?	?	-9%
14	CCOc1ccc(CCNC(=O)c2c3c(nc4ccccc24)C(=O)N(C2CCCCC2)C3)cc1	?	2%	2%[10.9 µM]	-3%
15	Cc1c(Cl)cccc1NC(=O)C(C)n1c(=O)cc(-c2ccccc2)c2c(C)nn(C)c21 (configuration not stated)	-2.8%	?	5%[10.9 µM]	-2%
16	C=CC1=C(C(=O)O)N2C(=O)[C@@H](NC(=O)/C(=N\OCC(=O)O)c3csc(N)n3)[C@@H]2SC1	1.0%[25.6 µM]	2%[20.6 µM]	-7%[16.8 µM]	5%[20.6 µM]
17	CC(C)(C)OC(=O)N1CCC(C(=O)O)CC1	-1.4%	-1%	0%	1%
18	COc1ccc(-c2cc(C(C)=O)c(C)n2CCC(=O)Nc2ccc(C)cc2Cl)cc1	-0.9%	5%	-13%[10.9 µM]	9%
19	Cc1ccc(CNC(=O)c2ccc(CS(=O)(=O)Cc3ccc(C)cc3)o2)cc1	-1.3%	-23%	-9%[10.9 µM]	-3%
20	CCOC(=O)OCC1OC(c2ccccc2)C=CC1OC(=O)OCC (configuration not stated)	nt	5%[9.22 µM]	nt	0%[9.22 µM]

no.	molecule	IkB signaling	p53ts 39C tox	Peg3 imprint	p53ts 32C kill
21	CC(C)(C)C(=O)Cn1c(=O)n(-c2ccccc2)c(=O)c2c3c(sc21)CCC3	-1.0%	3%	-8%[10.9 µM]	16%
22	O=C(CN1C(=O)c2ccccc2Sc2ncccc21)Nc1cccc(C(F)(F)F)c1	3.5%	-4%	-14%[10.9 µM]	7%
23	CCC(Sc1nc2cc3c(cc2c(=O)n1CCCCCC(=O)NCc1ccc2c(c1)OCO2)OCO3)C(=O)NCCCOC (configuration not stated)	?	?	-3%[10.9 µM]	4%
24	CN(CC(=O)Nn1cnnc1)S(=O)(=O)c1cc(Cl)ccc1Cl	1.6%	9%	-3%	5%
25	O=C(NC1CCCCC1)C1CCN(S(=O)(=O)c2cccc3cccnc23)CC1	0.0%	2%	-1%	7%
26	CCCCCCN(C(=O)CCCCCN1C(=O)NC(c2ccc(-c3ccccc3)cc2)C(C(=O)OCc2ccccc2)=C1C)C(C(=O)NCCCC)c1ccccn1 (configuration not stated)	nt	2%	-16%	20%
27	O=c1c2oc3ccccc3c2[nH]c(=S)n1-c1ccccc1	nt	1%	nt	3%
28	Cc1ccc(NC2c3ncccc3C(=O)N2Cc2ccc(F)cc2)cc1 (configuration not stated)	0.6%	-5%	-14%	8%
29	CCCC(NC(=O)c1ccccc1)c1nc2ccccc2n1Cc1ccc(C(=O)OC)o1 (configuration not stated)	0.6%	-1%	-10%	9%
30	Cc1cccc(OCc2n[nH]c(=S)n2C2CCCCC2)c1	nt	15%	nt	7%
31	CCc1ccc(-c2cn3c(n2)sc2cc(C(=O)NC4CCCCCC4)ccc23)cc1	-0.8%	0%	-12%[10.9 µM]	2%
32	C=CCOC(=O)C1CC=CCC1C(=O)Oc1ccc(F)cc1F (configuration not stated)	-1.8%	-5%	-8%	21%
33	CCN(CC)S(=O)(=O)c1ccc(NC(=O)c2ccccn2)cc1	1.2%	-12%	-71%[inhibitor]	11%
34	O=C(Nc1ccc2c(c1)nc1n2CCOC1)C1CCCCC1	3.6%	-24%	-6%	?
35	CC1CN(C(=O)c2cnn3c(C(F)F)cc(-c4ccccc4)nc23)CC(C)O1 (configuration not stated)	-2.7%	9%	-2%	12%
36	Cc1ccc2nc(NC(=O)COC(=O)c3ccco3)sc2c1	1.5%	-19%	-75%[inhibitor]	-11%
37	CCOC(=O)N1CCC(=C(C#N)C(=O)Nc2cc(OC)ccc2OC)CC1	-0.6%	-13%	-5%	-11%
38	COc1ccc(/C=C/c2nc3ccccc3c(=O)n2-c2cccc(C(F)(F)F)c2)cc1	-1.1%	-29%	-18%[10.9 µM]	1%
39	Cc1cccc(N(CC(=O)NCc2ccccc2)S(C)(=O)=O)c1C	?	24%	?	3%
40	Cc1ccsc1/C=N/n1cnc2sc(C)c(C)c2c1=O	-0.5%	-11%	-9%	-6%

no.	molecule	IkB signaling	p53ts 39C tox	Peg3 imprint	p53ts 32C kill
41	CC1CN(c2nc3c(c(=O)n(C)c(=O)n3C)n2Cc2c(Cl)cccc2Cl)CC(C)O1 (configuration not stated)	0.2%	1%	-2%	0%
42	O=C(Nc1nccs1)C1CCCN1S(=O)(=O)c1ccc(Cl)cc1 (configuration not stated)	-1.2%	10%	3%	8%
43	Cc1nccc2[nH]c(=O)c(C(=O)NCCCN(C)C3CCCCC3)cc12	-0.6%	-2%	7%	1%
44	Cc1ccc(C(CCN)c2ccco2)cc1 (configuration not stated)	1.6%	3%	-32%[inhibitor]	1%
45	COc1ccccc1NC(=O)CSC1=Nc2ccccc2C2=NC(CC(=O)NCc3ccccc3)C(=O)N12 (configuration not stated)	-0.7%	11%	13%[10.9 µM]	7%
46	Nc1c(C(=O)Nc2ccc(Br)cc2)sc2nc(-c3ccncc3)ccc12	1.6%	5%	7%[10.9 µM]	2%
47	CCn1c(SCC(=O)c2ccc(O)c(O)c2)nnc1-c1ccccc1OC	6.7%	0%	-19%	2%
48	CC(C)CCn1c(SCC#N)nc2c(sc3ccccc32)c1=O	-1.2%	-11%	0%	-4%
49	CCS(=O)(=O)N1CCC(C(=O)N2CCN(c3ccccc3)CC2)CC1	-0.8%	-6%	4%	-2%
50	O=C(CN(C1CC1)S(=O)(=O)c1ccc(S(=O)(=O)N2CCCCCC2)cc1)Nc1ccccc1	0.5%	?	-3%	-15%
51	CCOC(=O)c1c(C)oc2ccc(NS(=O)(=O)c3ccc4c5c(cccc35)C(=O)N4)cc12	?	33%[activator]	-18%	27%
52	CCCOC(=O)NC(CC)COC(=O)Nc1cc(C)ccc1C (configuration not stated)	-0.1%	-12%	0%	-1%
53	COc1ccc(-n2c(-c3ccco3)nc3c(cnn3-c3ccc(Cl)cc3)c2=O)cc1	0.6%	3%	-12%[10.9 µM]	10%
54	COc1cccc(OC)c1C(=O)N1CCN(c2ccccn2)CC1	0.1%	6%	-6%	3%
55	CC1CCCCN1C(=O)Cn1c(=O)n(CCC(=O)NCc2ccco2)c(=O)c2sccc21 (configuration not stated)	7.9%	-9%	-11%	0%
56	CCOC(=O)CN1CC23C=CC(O2)C(C(=O)N2CCN(c4ccc(F)cc4)CC2)C3C1=O (configuration not stated)	-1.8%	7%	-8%	3%
57	O=C(Cn1cc2c(n1)CCCCC2)N1CCc2ccccc2C1	-2.2%	0%	-7%	-2%
58	Cc1cc(C)cc(N2C(=O)N(Cc3cc(=O)n4ccccc4n3)c3ccccc3S2(=O)=O)c1	?	-17%	-6%[10.9 µM]	4%
59	Cc1cc(C)c(NC(=O)C2CCCN2C(=O)NC2CCCCC2)c(C)c1 (configuration not stated)	nt	-8%	nt	1%
60	O=C(/C=C/c1cn(CC(O)CN2CCCCCC2)c2ccccc12)c1ccc(Br)cc1 (configuration not stated)	6.1%	?	10%[10.9 µM]	-4%

no.	molecule	IkB signaling	p53ts 39C tox	Peg3 imprint	p53ts 32C kill
61	Cc1ccc(NCc2nnc(SCC(=O)c3ccccc3)n2Cc2ccco2)c(C)c1	8.0%	-6%	-14%	12%
62	O=S(=O)(c1ccc(Br)cc1)c1nnn2c1nc(N1CCOCC1)c1sccc12	?	-13%	-14%[10.9 µM]	13%
63	Cc1oc2ncn(CC(C)C)c(=O)c2c1C(=O)N1CCN(c2cccc(C(F)(F)F)c2)CC1	?	0%	-7%[10.9 µM]	2%
64	CO/N=C(\C(=O)N[C@@H]1C(=O)N2C(C(=O)O)=C(COC(N)=O)CS[C@@H]12)c1ccco1	0.1%[25.6 µM]	13%[20.6 µM]	-8%[16.8 µM]	1%[20.6 µM]
65	Cc1c(C(=O)Nc2ccc(F)c(Cl)c2)sc2nc3n(c(=O)c12)CCC3	?	-14%	-7%[10.9 µM]	?
66	COc1ccc(C2=C(C)C(=NCc3ccc(OC(C)C)cc3)NS2(=O)=O)cc1	?	18%	-11%[10.9 µM]	-2%
67	COc1cc(NC(=O)c2cnc3c(-c4ccc(F)cc4)c(C)nn3c2C)cc(OC)c1	?	-12%	?	1%
68	Cn1c(=O)[nH]c(=O)c2c1nc(OC(=O)c1ccccc1)n2CC(O)COc1ccc(F)cc1 (configuration not stated)	3.2%	13%	11%	6%
69	COc1ccc2[nH]cc(CCCN3C(=O)c4ccccc4C3=O)c2c1	nt	15%	nt	3%
70	Cc1noc(C)c1-c1cc(NC2CCNCC2)ncn1	3.0%[11.4 µM]	-5%	3%	0%
71	COc1cccc(-c2csc(N3CCN(Cc4ccccc4)CC3)n2)c1	1.8%	-5%	-5%	-7%
72	COC(=O)COc1nc(C)c(Br)c(OC)n1	-1.8%	13%	-8%	10%
73	Cc1ccc(C2c3[nH]c4ccccc4c3CCN2C(=O)c2ccccc2Br)cc1 (configuration not stated)	1.1%	-9%	3%[10.9 µM]	12%
74	O=C(O)CCN(CCC(=O)O)S(=O)(=O)c1ccccc1	1.1%	-4%	-4%	-3%
75	O=C(OC(C(=O)NCC1CCCO1)c1ccccc1F)c1ccco1 (configuration not stated)	0.6%	1%	-5%	2%
76	O=C(NC1CCCCCC1)c1ccc(CS(=O)c2cccc(Cl)c2)o1 (configuration not stated)	-0.4%	-7%	-14%[10.9 µM]	5%
77	COc1ccccc1NCc1cccn1-c1nnc(N2CCOCC2)s1	?	3%	-4%[10.9 µM]	-3%
78	CCOc1ccc(-n2nc(CO)c(C(=O)NCc3cccs3)n2)cc1	?	?	-15%[10.9 µM]	-17%
79	COc1ccccc1CNC(=O)c1sc2nc3n(c(=O)c2c1C)CCC3	?	-18%	-10%[10.9 µM]	-11%
80	COc1ccc(Cl)cc1Nc1cc(C)nc2nc(-c3ccccc3C)nn12	-1.2%	-32%	-10%[10.9 µM]	7%

# In the list so far, three have a CF3 group.
no.	molecule	IkB signaling	p53ts 39C tox	Peg3 imprint	p53ts 32C kill
22	O=C(CN1C(=O)c2ccccc2Sc2ncccc21)Nc1cccc(C(F)(F)F)c1	3.5%	-4%	-14%[10.9 µM]	7%
38	COc1ccc(/C=C/c2nc3ccccc3c(=O)n2-c2cccc(C(F)(F)F)c2)cc1	-1.1%	-29%	-18%[10.9 µM]	1%
63	Cc1oc2ncn(CC(C)C)c(=O)c2c1C(=O)N1CCN(c2cccc(C(F)(F)F)c2)CC1	?	0%	-7%[10.9 µM]	2%

# Carrying on.
no.	molecule	IkB signaling	p53ts 39C tox	Peg3 imprint	p53ts 32C kill
81	CC(=O)c1cccc(NC(=O)CN(c2ccc(C)cc2)S(=O)(=O)c2cccc3nonc23)c1	2.2%	-4%	-10%	0%
82	Cc1ccc2nc(N(CCCN(C)C)C(=O)c3sc4ccccc4c3Cl)sc2c1	nt	-21%	nt	23%
83	CCOC(=O)c1c(NC(=O)CN(CC)CC)sc2c1CCC2	nt	-1%	nt	12%
84	O=C(CS(=O)(=O)c1cccc2nsnc12)N1CCN(c2ccccc2)CC1	-1.5%	-8%	-13%[10.9 µM]	4%
